Compound activity (PubChem BioAssay)
CCR6 antagonist – CCR6 receptor antagonists, primary screen, cell-based, CHO-K1, luminescence, beta-arrestin, uHTS; C-C chemokine receptor type 6 (Homo sapiens), P51684; CHO-K1 CCR6 PathHunter beta-arrestin, CCL20-stimulated; inhibition, % at 20 µM; 340,000 tested, 0.49% active; AID 493098, 2011;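 active = compounds whose inhibition of the agonist-driven luminescence signal at 20 µM reaches about 50%, limit read from the data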;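 note: cells stimulated with CCL20 at 14 nM final; plate controls were DMSO with CCL20 for no effect and DMSO without agonist for full effect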
Target sequence (P51684 whole entry, looked up): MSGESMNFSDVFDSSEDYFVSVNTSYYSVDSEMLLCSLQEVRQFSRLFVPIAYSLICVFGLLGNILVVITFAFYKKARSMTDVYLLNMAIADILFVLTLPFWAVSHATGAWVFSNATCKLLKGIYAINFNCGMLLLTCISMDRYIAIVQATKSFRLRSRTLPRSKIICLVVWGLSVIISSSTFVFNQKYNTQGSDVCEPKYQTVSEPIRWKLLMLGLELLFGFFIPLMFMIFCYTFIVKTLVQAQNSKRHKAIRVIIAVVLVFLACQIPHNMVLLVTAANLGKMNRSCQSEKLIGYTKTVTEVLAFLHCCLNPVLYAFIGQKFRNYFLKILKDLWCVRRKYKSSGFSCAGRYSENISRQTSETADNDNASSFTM
Gli-Sufu block – Gli-Sufu pathway antagonists, primary screen, luciferase luminescence, Sufu-KO-LIGHT cells, uHTS | Sufu-KO-LIGHT fibroblasts, Gli luciferase reporter luminescence | 340,000 tested, 0.74% active | inhibition, % at 5 µM;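 active = inhibition above about 55%, limit read from the data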;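 note: 0% = DMSO-treated cells and 100% = wells with medium but no cells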
APJ ag – agonists of human apelin receptor APJ, primary screen, CHO-K1 cells, PathHunter beta-arrestin, luminescence; 0% DMSO wells, 100% apelin; 330,000 tested, 0.11% active; P35414; AID 2520, 2010; activation, % at 20 µM;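 active = activation more than six SD over the plate average, tested at 20 µM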;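 note: 0% = DMSO alone and 100% = apelin-13 at 10 nM; some results filed as inactive read as strong as hits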
Target sequence (P35414 whole entry, looked up): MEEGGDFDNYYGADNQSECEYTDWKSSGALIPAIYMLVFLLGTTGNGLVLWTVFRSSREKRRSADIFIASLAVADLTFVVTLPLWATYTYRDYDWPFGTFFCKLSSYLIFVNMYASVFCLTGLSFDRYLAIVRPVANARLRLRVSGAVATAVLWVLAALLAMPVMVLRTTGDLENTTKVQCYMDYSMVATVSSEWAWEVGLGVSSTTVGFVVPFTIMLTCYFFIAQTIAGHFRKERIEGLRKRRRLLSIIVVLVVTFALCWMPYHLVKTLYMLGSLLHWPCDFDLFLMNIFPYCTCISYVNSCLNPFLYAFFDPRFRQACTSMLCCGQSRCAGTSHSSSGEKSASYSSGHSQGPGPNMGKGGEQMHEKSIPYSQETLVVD
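Test system: CHO-K1 APJ beta-arrestin complementation cell line. Amount: cell density 1000 per well. Controls: DMSO negative, 10 nM Apelin-13 positive. Signal: luminescent beta-gal fragment complementation, chemiluminescent substrate. Read-out basis: agonist-driven arrestin binding to APJ. Timing: compound stimulation 90 min at 25 °C, detection 60 min.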
ATG4B inh – ATG4B protease inhibitors, primary screen, biochemical, fluorescence, uHTS; AID 504462, 2011; inhibition, % at 8.33 µM; 340,000 tested, 0.51% active; ATG4B cleavage of LC3-PLA2, NBD-HPC fluorescence, 1 h; Cysteine protease ATG4B (Homo sapiens), Q9Y4P1; in the data active = inhibition above about 40%
APJ antag – antagonists of human apelin receptor APJ, primary screen, CHO-K1 cells, beta-arrestin complementation, luminescence. P35414. inhibition, % at 20 µM. 330,000 tested, 0.32% active. AID 2521, 2010;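 active = inhibition above about 40% at 20 µM, limit read from the data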;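 note: cells challenged with 10 nM apelin-13 agonist together with compound; plate controls were apelin-13 plus DMSO wells for no effect and DMSO wells lacking apelin-13 for full effect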
UBC13 polyUb – UBC13 polyubiquitin chain formation inhibitors, primary screen, biochemical, TR-FRET, uHTS; inhibition, % at 20 µM; Ubiquitin-conjugating enzyme E2 N (Homo sapiens), P61088; 330,000 tested, 0.47% active; in the data active = inhibition above about 45%, passing the limit was not always enough
EBI2 block – EBI2 receptor antagonists, beta-arrestin recruitment, primary screen, cell-based, luminescence, 7a,25-OHC stimulation, uHTS; G-protein coupled receptor 183 (Homo sapiens), P32249; 7a,25-OHC stimulated; inhibition, % at 5 µM; 360,000 tested, 0.81% active; in the data active = inhibition above about 38%;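 note: enzyme fragment complementation signal reports receptor beta-arrestin coupling in cells; 0% = agonist plus DMSO wells and 100% = wells without agonist; some results beyond the cut were filed as inactive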
Target sequence (P32249 whole entry, looked up, the tested form may be a part): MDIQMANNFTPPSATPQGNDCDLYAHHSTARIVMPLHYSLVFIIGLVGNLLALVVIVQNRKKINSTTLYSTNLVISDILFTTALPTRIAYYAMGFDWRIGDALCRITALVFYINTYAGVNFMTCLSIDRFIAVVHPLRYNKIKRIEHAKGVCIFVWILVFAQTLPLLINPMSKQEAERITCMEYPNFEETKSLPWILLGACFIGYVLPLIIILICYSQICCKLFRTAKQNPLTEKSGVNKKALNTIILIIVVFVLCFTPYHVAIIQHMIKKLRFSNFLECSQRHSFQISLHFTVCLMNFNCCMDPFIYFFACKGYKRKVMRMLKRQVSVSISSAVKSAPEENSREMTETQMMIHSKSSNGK
CXCR6 inh – CXCR6 receptor inhibitors, primary screen, cell-based, beta-arrestin, luminescence, CHO-K1 PathHunter, 1536-well; C-X-C chemokine receptor type 6 (Homo sapiens), O00574; inhibition, % at 20 µM; 360,000 tested, 0.36% active; in the data active = inhibition above about 34%, passing the limit was not always enough;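 note: antagonist mode with CXCL16 agonist at 10 nM final; 0% = 10 nM CXCL16 with DMSO and 100% = unstimulated wells without agonist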
* hit, by the source's call.

What do the screens show for `Cc1ccc(C)c(OCC(=O)O/N=C(\N)c2ccccn2)c1`?
CCR6 antagonist: -1; Gli-Sufu block: -73; APJ ag: -2; ATG4B inh: -1; APJ antag: -4; UBC13 polyUb: 8; EBI2 block: -1; CXCR6 inh: 3

Results for O=C(NCc1ccc(F)cc1)NC(=O)c1ccc(Cl)cc1 ?
CCR6 antagonist: 6; Gli-Sufu block: 6; APJ ag: -4; ATG4B inh: 2; APJ antag: 8; UBC13 polyUb: -6; EBI2 block: -6; CXCR6 inh: -4

What do the screens show for `CCOC(=O)c1sc(=NC(=O)c2ccccc2)n(C)c1C`?
CCR6 antagonist: -12; Gli-Sufu block: -68; APJ ag: -4; ATG4B inh: 0; APJ antag: 5; UBC13 polyUb: 38; EBI2 block: -4; CXCR6 inh: 2

How did COc1ccc(CN2CC[C@H]3C=CC[C@@H](C(=O)Nc4ccc(Cl)c(C(F)(F)F)c4)[C@H]3C2=O)cc1OC do in these assays?
CCR6 antagonist: 16; Gli-Sufu block: 7; APJ ag: 4; ATG4B inh: 9; APJ antag: 18; UBC13 polyUb: -2; EBI2 block: 19; CXCR6 inh: 13

How did Cc1nc(N)nc(N)c1Oc1ccc(Cl)cc1 do in these assays?
CCR6 antagonist: 9; Gli-Sufu block: 7; ATG4B inh: -6; EBI2 block: 9; CXCR6 inh: -1

What do the screens show for `CCc1n[nH]c(=S)n1/N=C/C(C)=C\c1ccccc1`?
CCR6 antagonist: -22; Gli-Sufu block: -6; APJ ag: 1; ATG4B inh: 3; APJ antag: 7; UBC13 polyUb: 0; EBI2 block: -3; CXCR6 inh: 7

What do the screens show for `CCCCn1nnnc1SCC(=O)N(CC)CC`?
CCR6 antagonist: 12; Gli-Sufu block: -8; APJ ag: -1; ATG4B inh: -3; APJ antag: 6; UBC13 polyUb: -5; EBI2 block: -7; CXCR6 inh: -3

How did Clc1ccc(CN2CCCCCCC2)cc1 do in these assays?
CCR6 antagonist: 7; Gli-Sufu block: -7; APJ ag: -3; ATG4B inh: -4; APJ antag: -1; UBC13 polyUb: -6; EBI2 block: -2; CXCR6 inh: -2

How did C=CCc1cccc2cc(C(=O)NC(C)(C)C)c(=O)oc12 do in these assays?
CCR6 antagonist: -4; Gli-Sufu block: 3; APJ ag: -2; ATG4B inh: 7; APJ antag: -10; UBC13 polyUb: -2; EBI2 block: -4; CXCR6 inh: -7

How did O=C(CC1SC(=NCCc2ccccc2)N(/N=C/c2cccs2)C1=O)Nc1ccc(Cl)cc1 (stereo not drawn) do in these assays?
CCR6 antagonist: 13; Gli-Sufu block: -8; APJ ag: -2; ATG4B inh: 6; APJ antag: -1; UBC13 polyUb: -1; EBI2 block: 22; CXCR6 inh: 7

What do the screens show for `N#CC1=C(N)SC(N)=C(C#N)C1C1C=CCCC1` (stereo not drawn)?
CCR6 antagonist: 24; Gli-Sufu block: 2; APJ ag: -5; ATG4B inh: 0; APJ antag: 0; UBC13 polyUb: 28; EBI2 block: -8; CXCR6 inh: 7

Results for Oc1cc(Br)ccc1C=Nc1ccc(N2CCCCC2)cc1 ?
CCR6 antagonist: 22; Gli-Sufu block: -3; APJ ag: -2; ATG4B inh: 0; APJ antag: 17; UBC13 polyUb: -9; EBI2 block: -9; CXCR6 inh: 18

2 neighbouring entries from above, quoted:
What do the screens show for `N#CC1=C(N)SC(N)=C(C#N)C1C1C=CCCC1` (stereo not drawn)?
CCR6 antagonist: 24; Gli-Sufu block: 2; APJ ag: -5; ATG4B inh: 0; APJ antag: 0; UBC13 polyUb: 28; EBI2 block: -8; CXCR6 inh: 7

Results for Oc1cc(Br)ccc1C=Nc1ccc(N2CCCCC2)cc1 ?
CCR6 antagonist: 22; Gli-Sufu block: -3; APJ ag: -2; ATG4B inh: 0; APJ antag: 17; UBC13 polyUb: -9; EBI2 block: -9; CXCR6 inh: 18

Going on with the list:
Results for CCOCCCNC(=O)C1CCN(C(=O)Nc2ccc(C)cc2)CC1 ?
CCR6 antagonist: -2; Gli-Sufu block: 1; APJ ag: -5; ATG4B inh: 7; APJ antag: 1; UBC13 polyUb: 6; EBI2 block: 20; CXCR6 inh: -4

How did Cc1nnsc1C(=O)NNc1ccc(C(C)(C)C)cc1 do in these assays?
CCR6 antagonist: 10; Gli-Sufu block: 7; APJ ag: -15; ATG4B inh: -12; APJ antag: 59*; UBC13 polyUb: -7; EBI2 block: 16; CXCR6 inh: -4

How did Cc1ccc(-c2nnc(NC(=O)C3=COCCO3)o2)c(C)c1 do in these assays?
CCR6 antagonist: 9; Gli-Sufu block: -11; APJ ag: 5; ATG4B inh: 12; APJ antag: 14; UBC13 polyUb: -13; EBI2 block: 2; CXCR6 inh: 6

What do the screens show for `COc1cccc(NC(=O)N(C2CCCCC2)C(C)c2cccs2)c1` (stereo not drawn)?
CCR6 antagonist: 10; Gli-Sufu block: -4; APJ ag: -1; ATG4B inh: 10; APJ antag: 1; UBC13 polyUb: -7; EBI2 block: -10; CXCR6 inh: -3

Results for C#CC1(NC(=O)N(C)C)CCCCC1 ?
CCR6 antagonist: 4; Gli-Sufu block: -7; APJ ag: -2; ATG4B inh: 6; APJ antag: 2; UBC13 polyUb: 6; EBI2 block: 3; CXCR6 inh: -3

How did CC(COc1ccc(C(C)C)cc1)NC(=O)c1ccc(Br)o1 (stereo not drawn) do in these assays?
APJ ag: 1; APJ antag: -20; UBC13 polyUb: -5; EBI2 block: 3; CXCR6 inh: -2

Results for O=C(COc1ccccc1C(=O)Nc1ccccc1)NCCc1ccccc1 ?
CCR6 antagonist: 22; Gli-Sufu block: 10; APJ ag: -3; ATG4B inh: -19; APJ antag: 0; UBC13 polyUb: -4; EBI2 block: -4; CXCR6 inh: 1

Results for CC12CCC(=O)N1C(C(=O)Nc1ccc(Cl)c(S(=O)(=O)N3CCCCC3)c1)CS2 (stereo not drawn) ?
CCR6 antagonist: 0; Gli-Sufu block: 14; APJ ag: -4; ATG4B inh: -13; APJ antag: 5; UBC13 polyUb: 0; EBI2 block: -3; CXCR6 inh: -7

What do the screens show for `COc1ccccc1N1CCN(C(=O)c2cc(-c3ccc(Cl)c(Cl)c3)on2)CC1`?
CCR6 antagonist: -20; Gli-Sufu block: 7; APJ ag: 0; ATG4B inh: -1; APJ antag: -10; UBC13 polyUb: 5; EBI2 block: 2; CXCR6 inh: 3

Results for CCOc1ccc(NS(=O)(=O)c2ccc(NS(=O)(=O)c3cccs3)cc2)cc1 ?
CCR6 antagonist: 6; Gli-Sufu block: -27; APJ ag: 1; ATG4B inh: 2; APJ antag: 5; UBC13 polyUb: 2; EBI2 block: -2; CXCR6 inh: 9

Results for COc1cc(OC)c(OC)cc1/C=N/n1c(C)nc2ccccc2c1=O ?
CCR6 antagonist: 11; Gli-Sufu block: 1; APJ ag: 0; ATG4B inh: 1; APJ antag: 15; UBC13 polyUb: -2; EBI2 block: 6; CXCR6 inh: -5

Results for N/C(Cc1ccc([N+](=O)[O-])cc1)=N\OC(=O)c1ccc(Br)cc1 ?
CCR6 antagonist: -23; Gli-Sufu block: 2; APJ ag: 8; ATG4B inh: -13; APJ antag: -106; UBC13 polyUb: 5; EBI2 block: -7; CXCR6 inh: -24

What do the screens show for `COc1cc(C(=O)n2cnc3ccccc32)c([N+](=O)[O-])cc1OC`?
CCR6 antagonist: 2; Gli-Sufu block: -46; APJ ag: 3; ATG4B inh: 7; APJ antag: -3; UBC13 polyUb: -7; EBI2 block: -7; CXCR6 inh: 0

What do the screens show for `CCOc1ccccc1N1CCN(C(=O)CC(C)(C)C)CC1`?
CCR6 antagonist: 5; Gli-Sufu block: 12; APJ ag: -2; ATG4B inh: 4; APJ antag: 13; UBC13 polyUb: -5; EBI2 block: -2; CXCR6 inh: 3

What do the screens show for `O=C(COC(=O)C1=COCCO1)Nc1ncc(Cl)cc1Cl`?
CCR6 antagonist: -1; Gli-Sufu block: 2; APJ ag: 0; ATG4B inh: -5; APJ antag: 22; UBC13 polyUb: -6; EBI2 block: 2; CXCR6 inh: 8

What do the screens show for `O=C(NC(=S)Nc1cccc(S(=O)(=O)NC2=NCCC2)c1)c1cc(-c2ccco2)nc2ccccc12`?
CCR6 antagonist: 35; Gli-Sufu block: 2; APJ ag: 0; ATG4B inh: -12; APJ antag: -25; UBC13 polyUb: 6; EBI2 block: -3; CXCR6 inh: 8

What do the screens show for `O=C(C1CCN(C2CC(=O)N(c3ccc(Cl)cc3)C2=O)CC1)N1CCOCC1` (stereo not drawn)?
CCR6 antagonist: 9; Gli-Sufu block: -2; APJ ag: 1; ATG4B inh: -9; APJ antag: -8; UBC13 polyUb: -1; EBI2 block: -4; CXCR6 inh: -4

How did Cc1ccc(NC(=O)c2ccc(Br)o2)c([N+](=O)[O-])c1 do in these assays?
CCR6 antagonist: 5; Gli-Sufu block: 2; ATG4B inh: 2; EBI2 block: -8; CXCR6 inh: -5

Results for COc1ccccc1COC(=O)CN1C(=O)NC2(CCCCC2C)C1=O (stereo not drawn) ?
CCR6 antagonist: 3; Gli-Sufu block: -16; APJ ag: -2; ATG4B inh: -7; APJ antag: -60; UBC13 polyUb: 2; EBI2 block: -9; CXCR6 inh: -10

How did CCOc1ccc(C(=O)COC(=O)Cc2n[nH]c(=O)c3ccccc23)cc1 do in these assays?
CCR6 antagonist: 5; Gli-Sufu block: -6; APJ ag: 2; ATG4B inh: -8; APJ antag: 25; UBC13 polyUb: -3; EBI2 block: 1; CXCR6 inh: 3

Results for C[C@H](CO)N1C[C@H](C)[C@H](CN(C)Cc2ccccc2)Oc2ccc(NC(=O)Nc3ccc(F)cc3)cc2C1=O ?
CCR6 antagonist: 4; Gli-Sufu block: -28; APJ ag: -1; ATG4B inh: -13; APJ antag: -4; UBC13 polyUb: 41; EBI2 block: -6; CXCR6 inh: 2

Results for CSCCC(NC(=O)c1cccc(C)c1)C(=O)O (stereo not drawn) ?
CCR6 antagonist: -12; Gli-Sufu block: -3; APJ ag: -4; ATG4B inh: -3; APJ antag: -3; UBC13 polyUb: 3; EBI2 block: 1; CXCR6 inh: 2

What do the screens show for `CC(C)Oc1ccc(C(=O)OCC(=O)NC2CCCCCC2)cc1`?
CCR6 antagonist: 13; Gli-Sufu block: -2; APJ ag: -2; ATG4B inh: -6; APJ antag: 18; UBC13 polyUb: 5; EBI2 block: 0; CXCR6 inh: -5

Results for O=S(=O)(c1ccc(OCC(O)CN2CCc3ccccc3C2)cc1)N1CCOCC1 (stereo not drawn) ?
CCR6 antagonist: 2; Gli-Sufu block: 15; APJ ag: 0; ATG4B inh: -12; APJ antag: 6; UBC13 polyUb: -6; EBI2 block: -14; CXCR6 inh: -5

What do the screens show for `CCC(c1nnnn1Cc1ccc(F)cc1)N1CCN(C)CC1` (stereo not drawn)?
CCR6 antagonist: 3; Gli-Sufu block: 5; APJ ag: -3; ATG4B inh: 6; APJ antag: 2; UBC13 polyUb: -3; EBI2 block: -7; CXCR6 inh: -10

Results for Cc1cc(C(C)(C)C)ccc1NC(=O)CC(C)(C)CC(=O)O ?
CCR6 antagonist: 1; Gli-Sufu block: -11; APJ ag: -6; ATG4B inh: 7; APJ antag: 17; UBC13 polyUb: 0; EBI2 block: -2; CXCR6 inh: 9

What do the screens show for `CCOC(=O)CSc1nc2ccccc2c(=O)n1CC1CCCC1`?
CCR6 antagonist: 15; Gli-Sufu block: 1; APJ ag: 0; ATG4B inh: 71*; APJ antag: 15; UBC13 polyUb: 4; EBI2 block: 5; CXCR6 inh: -2

How did COc1ccc(NC(=O)CCn2c(=O)c3cccn3c3ccccc32)c(OC)c1 do in these assays?
CCR6 antagonist: 6; Gli-Sufu block: 18; APJ ag: 5; ATG4B inh: -8; APJ antag: -58; UBC13 polyUb: 5; EBI2 block: -1; CXCR6 inh: -21
